Screening results (PubChem BioAssay)
RSV CPE inhibition: RSV antiviral activity via CPE protection, HEp-2 cells, primary 10 µM value included (AID 2391). HEp-2 cells, RSV-induced CPE inhibition; higher % means a stronger effect. CPE inhibition, % at 10 µM, or IC50 in µM where a hit was titrated. actives 0.13% (n = 310,000); in the data active = a potency from the dose series; inconclusive = CPE inhibition mostly from about 23% at the one dose, without a potency; inactive = the rest, 99 in 100 with CPE inhibition below about 21%; note: strong numbers were not always called active
TNAP activators: human TNAP enzyme activators, primary screen, biochemical, luminescent, no phosphate acceptor, uHTS (AID 1001); purified TNAP, luminescent activation assay, no phosphate acceptor; higher activation fold means a stronger effect; Alkaline phosphatase, tissue-nonspecific isozyme (Homo sapiens); activation fold at 20 µM, or EC50 in µM where a hit was titrated; actives 0.03% (n = 200,000); in the data active = activation fold from about 3, or a potency from the dose series; inactive = the rest, 99 in 100 with activation fold below about 1.6; note: many of its hits are not listed in these tables
K1F lysis inhibition: inhibition of K1F phage lysis, E. coli UTI89, bacterial capsule biogenesis inhibitors, alamar blue (AID 488966) | inhibition, % at 100 µM; hits with a dose series show IC50 in µM | E. coli UTI89 K1F phage lysis, alamar blue, 2 h; higher % means a stronger effect | actives 0.02% (n = 340,000);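 active = phage lysis inhibition, versus mean bacterial control, above a set limit; inconclusive = no clear call, values can overlap the other calls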;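 note: capsule biogenesis inhibitors block K1F phage lysis so surviving cells raise fluorescence; higher fluorescence means more inhibition of phage lysis; actives were called in the ten point dose series up to 300 µM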
T cell modulator: modulators of CD8 T cell-vesicle binding, primary screen, mouse 2C CD8+ T cells, flow cytometry | 2C CD8+ T cell-vesicle binding; hits give low values | actives 0.068% (n = 330,000) | calls only at 7 µM;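 active = response, share of CD8 T cells binding vesicles, and their 90th percentile fluorescence all below set limits, cut at about 80% in these data, passing the limit was not always enough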
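Material: 2C TCR transgenic mouse naive CD8+ T cells, MACS-purified. Also added: QL9-charged Drosophila Ld/ICAM-1/B7-1 vesicles. Timing: binding 1.5 h at 37 °C. Measured by: high-throughput flow cytometry with anti-B7-1 and anti-CD8 staining. Read-out: percent CD8+ FL2 mean versus row control. Controls: Unloaded micro-vesicles (low), QL9 vesicles with 0.7% DMSO (high).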
MgcRacGAP inhibition: MgcRacGAP GTPase-activating activity inhibitors, confirmation, biochemical, ADP Hunter fluorescence; Rac GTPase-activating protein 1 (Homo sapiens); MgcRacGAP-stimulated Rac1 GTP hydrolysis, ADP Hunter fluorescence; higher % means a stronger effect; GST-tagged Rac1 F28L mutant substrate; inhibition, % at 30 µM, or IC50 in µM where a hit was titrated; actives 0.6% (n = 340,000);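 active = first-screen hits whose inhibition reached a set limit at any dose in the follow-up dose series; inconclusive = inhibition above the set first-screen limit but never retested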;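 note: fluorescence reports GDP produced by GAP-driven GTP hydrolysis; strong numbers were not always called active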
Salmonella PhoP GFP: inhibitors of PhoP regulon expression, primary screen, Salmonella Typhimurium, GFP reporter (AID 1863); inhibition, % at 50 µM, or IC50 in µM where a hit was titrated; actives 0.16% (n = 300,000); S. Typhimurium PhoP-regulated promoter GFP reporter, 4 h; higher % means a stronger effect;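 active = inhibition over 29.93%, a cutoff 3 SD above the screen mean, later confirmed by dose response; inconclusive = inhibition over 29.93% but no dose response follow-up; inactive = inhibition at most 29.93% or unconfirmed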;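 note: 0% = low Mg2+ inducing control and 100% = high Mg2+ repressing control; strong numbers were not always called active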
Large T inhibition: SV40 large T antigen inhibitors, biochemical (AID 1903); inhibition, % at 20 µM, or IC50 in µM where a hit was titrated; actives 0.39% (n = 310,000); SV40 large T antigen ATPase/helicase inhibition assay; higher % means a stronger effect; in the data active = a potency from the dose series; inconclusive = inhibition mostly from about 32% at the one dose, without a potency; inactive = the rest, 99 in 100 with inhibition below about 32%; note: strong numbers were not always called active
Myeloid diff 2: induction of myeloid progenitor differentiation, primary screen, cell-based, flow cytometry, MLPCN library | AID 624256, 2012 | calls only at 10 µM | actives 1% (n = 360,000) | ER-HoxA9 myeloid progenitors, lysozyme-GFP differentiation;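 active = normalized GFP-positive differentiation at or above the plate's own cutoff, the solvent-only control mean plus 3 SD; inconclusive = no clear call, values can overlap the other calls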;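 note: cells exposed to compound for four days before flow analysis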
NTR1 ag: agonists of NTR1, primary screen, imaging, U2OS cells, beta-arrestin-GFP, high content (AID 493036) | Neurotensin receptor type 1 (Homo sapiens), P30989 | NTR1-U2OS beta-arrestin-GFP spot imaging, agonist mode | activation, % at 20 µM | actives 0.17% (n = 330,000);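 active = activation at or above 40% of the spot to cytoplasm intensity ratio, with at least 20 cells analyzed; inconclusive = wells under 20 cells, flagged as cytotoxic or low count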;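 note: 0% = DMSO without peptide and 100% = 100 nM NTR1 peptide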
Target sequence (P30989 whole entry, looked up): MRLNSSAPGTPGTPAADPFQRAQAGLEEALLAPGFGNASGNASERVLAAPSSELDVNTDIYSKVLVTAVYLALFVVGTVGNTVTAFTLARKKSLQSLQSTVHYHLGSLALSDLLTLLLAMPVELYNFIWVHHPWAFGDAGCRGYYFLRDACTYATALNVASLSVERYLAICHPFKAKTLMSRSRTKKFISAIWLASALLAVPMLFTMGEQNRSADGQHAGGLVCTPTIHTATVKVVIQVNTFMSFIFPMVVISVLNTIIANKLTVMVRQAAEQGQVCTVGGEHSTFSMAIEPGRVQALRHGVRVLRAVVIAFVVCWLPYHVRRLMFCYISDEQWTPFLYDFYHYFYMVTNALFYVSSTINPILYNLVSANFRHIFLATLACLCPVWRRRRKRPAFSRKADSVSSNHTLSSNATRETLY
T cell modulator vesicle-bound %: second read-out of T cell modulator, no call of its own (marks repeat the call); double positive events, %; measured here: CD8+ vesicle-bound cell fraction;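 binding gate set so that unloaded-vesicle control wells show 10% double positive cells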
NTR1 ag cell count 20 µM: second read-out of NTR1 ag, no call of its own (marks repeat the call); cell count; measured here: cell count, cytotoxicity flag
Myeloid diff 2 GFP+ MAC1+ %: second read-out of Myeloid diff 2, no call of its own (marks repeat the call); GFP+ MAC1+ double positive, %; measured here: differentiation confirmed by MAC1 staining
* marks the source's active call; other numbers are inactive results; i = inactive; ? = inconclusive; · = no result given; + = active, no number; [ ] = dose if it differs, or a comment.

SMILES	RSV CPE inhibition	TNAP activators	K1F lysis inhibition	T cell modulator	T cell modulator vesicle-bound %	MgcRacGAP inhibition	Salmonella PhoP GFP	Large T inhibition	Myeloid diff 2	Myeloid diff 2 GFP+ MAC1+ %	NTR1 ag	NTR1 ag cell count 20 µM
CCSc1nc2sc3c(c2c(=O)n1-c1ccccc1)CCN(C)C3	2.6%	·	1.7%	i	24	13%	-2%	18%	i	0.1	0.9	69
O=c1cc(-c2ccccc2[N+](=O)[O-])oc2ccccc12	-2.0%	1	0.5%	i	22	5%	-3%	1%	+	2.3*	1.5	66
Cc1cccc(NC(=O)CN2C(=O)NC(Cc3ccccc3)C2=O)c1 (stereo not given)	0.5%	1.1	1.9%[50 µM]	i	11	9%	6%	7%	i	0.7	-0.5	61
OC1(c2ccccc2)c2ccccc2-c2ncccc21 (stereo not given)	2.1%	1.2	i	i	46	-27%	6%	7%	i	0.6	0.2	55
Cc1oc(-c2ccc(Cl)cc2)nc1CS(=O)CC(=O)NC1CCCC1 (stereo not given)	5.3%	·	-0.1%	i	31	0%	-13%	10%	i	4.2	1.3	64
COc1ccc(NC(=O)CN(C)C(=O)CCCc2nc3ccccc3c(=O)[nH]2)cc1	-2.8%	·	1.3%[50 µM]	i	35	6%	4%	12%	i	0.7	0.3	77
O=C1C2C(C(=O)N1Cc1cccnc1)C1C=CC2C12CC2 (stereo not given)	-0.2%	1.1	0.3%	i	21	-5%	-6%	-1%	i	1.6	-1.6	61
CC1CCc2c(nc3ncnn3c2NCCN(C)C)C1 (stereo not given)	-1.4%	1	-0.1%	i	60	4%	0%	25%	i	0.7	-0.1	53
Cc1ccc(C(=O)OCC(=O)NC(=O)c2ccc(C(C)(C)C)cc2)c(O)c1	-0.3%	·	0.9%[50 µM]	i	37	10%	-6%	11%	i	1.6	1.3	96
CC(C)CCn1nnnc1CN1CCN(C(c2ccccc2)c2ccccc2)CC1	9.2%	1	0.1%	i	5	7%	0%	12%	+	2.2*	4.4	32
O=C(N/C(=C\c1ccccc1)C(=O)N1CCOCC1)c1ccccc1Br	4.3%	·	0.2%	i	0	10%	-2%	3%	i	1.7	2.4	63
CCOC(=O)Nc1ccc2c(c1)nc(CN1CCCCC1)n2C	-1.1%	0.9	0.7%	i	32	-2%	4%	7%	i	0.5	0.1	72
Nc1cccc2c1C(=O)N(Cc1cccc(Cl)c1)C2=O	10%	1.1	0.1%	i	27	2%	-4%	2%	i	0.6	0.4	59
O=C(CCNC(=O)c1ccc(Br)cc1)NCC(c1ccco1)N1CCCCC1 (stereo not given)	0.8%	·	0.7%[50 µM]	i	11	4%	·	·	i	0.2	-1.9	56
CCn1cc(C(=O)O)c(=O)c2cnc(N3CCN(C(=S)Nc4ccccc4)CC3)nc21	-2.3%	·	2.3%[50 µM]	i	48	-8%	5%	18%	i	0.9	3.1	72
CCN(CC)CC(=O)Nc1c(Br)ccc2c1OCO2	-0.2%	0.9	-0.1%	i	22	-4%	10%	1%	i	0.7	0.0	110
O=S(=O)(Nc1cccc(-c2ccc(N3CCCCCC3)nn2)c1)c1ccc(F)cc1	?	·	0.4%	i	21	6%	0%	8%	i	4.0	9.5	61
O=C1c2ccsc2SCCN1Cc1ccccc1Cl	3.5%	1.1	0.2%	i	54	-10%	7%	4%	i	1.6	0.8	41
CC1=NN(c2ccc(C)c(C)c2)C(=O)/C1=C\C=C\c1ccc([N+](=O)[O-])o1	3.8%	1	-0.4%	i	4	16%	-1%	11%	·	·	10	39
O=C(CN1CCN(c2ccc(F)cc2)CC1)c1ccc2c(c1)OCO2	0.8%	1	0.8%	i	16	6%	-9%	10%	i	2.1	2.9	45
CCOc1ccc(/C(O)=C2/C(=O)C(=O)N(c3ncccn3)C2c2ccc(C)cc2)cc1 (stereo not given)	2.5%	·	-0.4%	i	19	10%	-12%	2%	i	0.5	2.9	44
CCOC(=O)C1CCCN(C(=O)c2ccc(CS(=O)(=O)c3ccc(C)cc3)o2)C1 (stereo not given)	0.1%	1.1	-6.9%	i	41	5%	-6%	16%	i	4.1	-0.2	58
COc1ccc(-c2cc(C(=O)NCCCN3CCOCC3)c3ccccc3n2)cc1OC	-1.3%	·	-0.1%[50 µM]	i	35	-3%	3%	18%	i	1.3	-1.3	49
COC(=O)Cc1c(C)c2ccc(OC(=O)c3ccccc3)cc2oc1=O	3.8%	1.1	0.1%	i	49	0%	6%	3%	i	1.5	1.1	52
Cc1cccc(NC(=O)Cn2cnc3sc(C)c(S(=O)(=O)N4CCC(C)CC4)c3c2=O)n1	1.2%	1.1	-0.1%	i	24	8%	-9%	-1%	i	0.8	0.7	94

Additional entries follow:
SMILES	RSV CPE inhibition	TNAP activators	K1F lysis inhibition	T cell modulator	T cell modulator vesicle-bound %	MgcRacGAP inhibition	Salmonella PhoP GFP	Large T inhibition	Myeloid diff 2	Myeloid diff 2 GFP+ MAC1+ %	NTR1 ag	NTR1 ag cell count 20 µM
CN(C1CCCCC1)S(=O)(=O)c1ccc(SCC(=O)NC(C)(C)C)nc1	1.6%	·	0.2%[50 µM]	i	35	0%	·	·	i	0.1	-1.9	63
CN=C1S/C(=C\c2c(OC)cc(OC)cc2OC)C(=O)N1C	4.6%	·	0.2%	i	21	6%	-5%	8%	?	·	-0.9	44
CN(C)S(=O)(=O)c1cccc(NC(=O)CNC2CCCCC2)c1	-0.7%	·	0.4%[50 µM]	i	46	?	0%	7%	i	1.0	-1.3	71
OCCC1CN(Cc2cccc3nccnc23)CCN1C1CCCC1 (stereo not given)	-1.2%	1	0.3%	i	53	11%	-4%	2%	i	0.2	0.9	49
Cc1nnc(-c2ccccc2)o1	-0.2%	·	0.4%	i	24	1%	-3%	16%	i	0.4	-0.5	65
Cc1cccc(C)c1OCC(O)CN (stereo not given)	0.7%	1.1	1.7%	i	32	0%	6%	3%	i	1.2	-5.7	90
CCOC(=O)c1c(C)n(CC(O)CN(CC)CC)c2cc(Br)c(OC)cc12 (stereo not given)	-3.9%	1.1	0.1%	i	55	4%	2%	21%	i	0.9	-1.7	64
COC(=O)C1C(=O)/C(=C/N(C)C)C(=O)CC1(C)C (stereo not given)	1.5%	1.1	0.9%	i	45	-1%	-1%	13%	i	0.5	-1.5	95
CCOC(=O)C1(Cc2ccccc2C)CCCN(C(=O)c2cc(CC)nn2C)C1 (stereo not given)	2.2%	1.1	0.0%	i	28	-7%	-5%	22%	i	0.7	0.1	29
O=C(CCC(=O)N1CCCCC1)Nc1nnc(C2CCCCC2)s1	0.2%	·	0.2%	i	46	10%	-8%	10%	i	0.5	0.9	69
CCn1c(SCc2cccc(F)c2)nnc1-c1ccncc1	1.5%	·	-0.9%[50 µM]	i	26	5%	3%	-2%	i	1.5	1.8	80
CCN(CC)S(=O)(=O)c1ccc(Cl)c(NC(C)=O)c1	-0.4%	1.2	-1.4%	i	31	4%	9%	6%	i	0.2	0.8	46
CNc1nc(-c2ccc(S(=O)(=O)N3CCCCC3)cc2)cs1	0.8%	·	4.8%	i	37	-2%	·	·	i	0.4	1.8	62
O=C(NC(=S)N1CCN(c2ccc(C(F)(F)F)cc2[N+](=O)[O-])CC1)c1cccs1	3.6%	1	0.4%	i	51	6%	-4%	-1%	i	0.4	7.9	77
COc1ccc(NC(=O)COC(=O)Cn2c(C)nc3ccccc32)cc1OC	4.1%	1.1	0.5%	i	47	1%	5%	10%	i	0.5	0.0	50
COC(=O)COc1ccc(S(=O)(=O)NCc2ccc3c(c2)OCO3)cc1C	1.1%	·	0.2%	i	55	4%	4%	12%	i	0.4	4.8	61
Cc1ccc(-c2nnc(SCC(=O)NC3CCCc4ccccc43)n2N)cc1 (stereo not given)	12%	1.1	2.0%[50 µM]	i	7	10%	-9%	7%	i	1.7	-0.6	43
COCCCn1c(C)nnc1SCC(=O)Nc1ccc(C(C)=O)cc1	3.1%	·	-0.1%	i	52	2%	7%	-1%	i	0.2	-0.4	51
CCc1ccc2nc(NC(=O)c3cc(C)on3)sc2c1	0.8%	1.1	1.1%	i	36	11%	7%	5%	?	·	-0.1	47
CC[C@@]1(C(=O)OC)N[C@H](CN(C)C(=O)Nc2ccccc2)[C@@H]2C(=O)N(C)C(=O)[C@@H]21	·	·	0.3%	i	7	10%	·	·	i	1.7	-0.8	53
O=C(CCN1C(=O)/C(=C\c2ccccc2F)SC1=S)Nc1ccc(C(=O)O)c(O)c1	0.8%	·	2.1%	i	69	10%	7%	20%	i	0.6	0.8	63
CCOC(=O)C1(CCOC)CCN(Cc2ccncc2)CC1	0.3%	1.1	-0.6%	i	49	10%	-1%	4%	i	0.3	-0.8	49
O=C(CCl)Nc1cccc(S(=O)(=O)N2CCCCCC2)c1	-1.9%	1.1	0.6%	i	7	5%	25%	7%	i	0.4	1.0	52
Cc1csc(SC(C)C(=O)NCc2ccc3c(c2)OCO3)n1 (stereo not given)	0.7%	1.1	0.6%	i	53	6%	3%	5%	i	0.5	0.3	64
CCOc1ccc(CN2CCCN(C)CC2)cc1	-1.5%	1.2	-0.1%[50 µM]	i	37	22%	7%	17%	i	0.1	0.4	44
CC1=C(C)CC(C(=O)NCCc2ccc(F)cc2)C(C(=O)O)C1 (stereo not given)	2.1%	·	0.1%	i	61	12%	-5%	3%	i	0.3	0.7	61
COC(=O)CCc1n[nH]c(=O)[nH]c1=O	2.6%	1	0.7%	i	35	0%	-7%	4%	i	2.4	3.1	53
